# Source: PubChem (National Center for Advancing Translational Sciences (NCATS))
# D2 antag = HTS Assay for Allosteric Antagonists of the Human D2 Dopamine Receptor: Primary Screen for Antagonists; hit rate 2% among 340,000; HEK293 TREx D2 cells, calcium flux, dopamine EC80; D(2) dopamine receptor (Homo sapiens), P14416; inhibition, % at 10 µM; in the data active means inhibition above about 30%; further: 0% is about no effect
#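 Inhibition of EC80 dopamine-driven calcium flux, recorded kinetically, defines activity here; cells are a tetracycline-induced HEK293 T-REx line expressing force-coupled D2.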
# D2 potentiator = HTS Assay for Positive Allosteric Modulators of the Human D2 Dopamine Receptor: Primary Screen for Potentiators. HEK293 T-REx D2, calcium flux, EC20 dopamine potentiation. potentiation, % at 10 µM. hit rate 0.34% among 340,000. AID 485347, 2010;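 active means potentiation over 3 SD above the plate norm, cut at about 30% in these data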; further: 0% is about no effect
#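 Calcium flux readout, no-wash dye, 1 read/s. Inducible HEK293 Trex D2 line, overnight 30 C. Compound alone 180 s (agonist flags), then EC20 dopamine, another 180 s to score potentiation.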
# D1 potentiator = Potentiators of Human D1 Dopamine Receptor: qHTS. D(1A) dopamine receptor (Homo sapiens), P21728. HEK293 TREx D1 cells, calcium flux, dopamine EC20 potentiation. potentiation, % at 10 µM. hit rate 0.036% among 360,000. AID 504651, 2011; in the data active means potentiation above about 30%; further: 0% is about no effect
# Target sequence (P21728 whole entry, looked up): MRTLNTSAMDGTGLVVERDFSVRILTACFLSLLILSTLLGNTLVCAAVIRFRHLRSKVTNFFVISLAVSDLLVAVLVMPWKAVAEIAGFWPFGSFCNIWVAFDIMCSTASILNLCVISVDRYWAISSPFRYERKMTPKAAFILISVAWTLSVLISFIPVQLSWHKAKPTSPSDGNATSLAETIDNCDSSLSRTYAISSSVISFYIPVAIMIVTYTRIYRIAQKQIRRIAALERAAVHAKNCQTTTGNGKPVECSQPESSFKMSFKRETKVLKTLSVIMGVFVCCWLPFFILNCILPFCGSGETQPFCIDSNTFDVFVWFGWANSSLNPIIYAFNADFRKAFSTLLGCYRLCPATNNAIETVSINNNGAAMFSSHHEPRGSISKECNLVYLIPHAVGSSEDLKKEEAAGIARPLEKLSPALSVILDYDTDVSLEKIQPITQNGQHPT
# D1 antag = Antagonist of Human D 1 Dopamine Receptor: qHTS | HEK293 TREx D1 cells, calcium flux, dopamine EC80; stronger effect = lower value | D(1A) dopamine receptor (Homo sapiens), P21728 | hit rate 3.2% among 360,000 | activity change, negative = inhibition, % at 10 µM; in the data active means activity change below about -30%; further: on the % scale 0 is the no-effect control and ±100 the full control effect
#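 Allosteric or orthosteric antagonism assessed as attenuation of the calcium response to EC80 dopamine, added 180 s after compound, in induced HEK293 Trex D1 cells loaded with no-wash calcium dye.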
# D2 agonist = HTS Assay for Allosteric Agonists of the Human D2 Dopamine Receptor: Primary Screen for Agonists; HEK293 T-REx D2 cells, calcium flux agonist mode; activation, % at 2 µM; D(2) dopamine receptor (Homo sapiens), P14416; AID 485358, 2010; hit rate 0.53% among 340,000;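 active means activation over 3 SD above normal in the single-dose calcium agonist read, cut at about 30% in these data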; further: 0% is about no effect
#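 Agonism scored from kinetic calcium signal (1 read/sec, 180 s) following compound pin transfer, after a 10 s baseline. Cells: HEK293 Trex line expressing inducible D2 receptor coupled to calcium, dye-loaded after overnight culture at 30 C.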
# D1 agonist = Allosteric Agonists of the Human D1 Dopamine Receptor: qHTS | D(1A) dopamine receptor (Homo sapiens), P21728 | HEK293 T-REx D1 cells, calcium flux, agonist mode | activation, % at 2 µM | hit rate 1% among 360,000 | AID 504660, 2011; further: 0% is about no effect
#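 Inducible HEK293 T-REx D1 cells, force-coupled to calcium signalling, were plated at 4000 cells/well with tetracycline and held overnight at 30 C. After no-wash calcium dye loading, compound-evoked calcium rise over 180 s flagged agonists.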
# TRHR PAM = qHTS for Small Molecule Agonists and Allosteric Enhancers of Human TRH Receptor: Primary Screen for Enhancers | Thyrotropin-releasing hormone receptor (Homo sapiens), P34981 | TRHR cells, fluo-8 calcium fluorescence, EC20 TRH enhancement | enhancement, % at 2 µM | hit rate 0.66% among 360,000 | AID 493056, 2011; in the data active means enhancement above about 30%; further: 0% is about no effect
# Target sequence (P34981 whole entry, looked up): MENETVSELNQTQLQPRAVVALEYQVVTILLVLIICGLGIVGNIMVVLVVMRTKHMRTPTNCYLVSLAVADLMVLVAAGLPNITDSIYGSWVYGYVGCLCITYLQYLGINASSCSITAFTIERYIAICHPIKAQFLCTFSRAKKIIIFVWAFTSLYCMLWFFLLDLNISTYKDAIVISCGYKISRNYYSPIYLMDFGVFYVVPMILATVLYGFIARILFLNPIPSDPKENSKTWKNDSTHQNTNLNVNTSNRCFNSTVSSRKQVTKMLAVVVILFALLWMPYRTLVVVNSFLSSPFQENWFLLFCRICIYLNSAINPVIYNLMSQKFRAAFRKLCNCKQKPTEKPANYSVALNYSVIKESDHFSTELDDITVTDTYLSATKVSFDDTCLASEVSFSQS
#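 Enhancer read-out: after compound pinning and an initial kinetic agonist-mode read, an EC20 of TRH (10 nM final) was injected and fluo-8 calcium signal (Ex 480/Em 530) followed at 1 s/cycle for 100 cycles in TRHR-expressing cells.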
# RXFP1 antagonist = qHTS Assay for Antagonists of the Relaxin Receptor RXFP1. Relaxin receptor 1 (Homo sapiens), Q9HBX9. HEK293-RXFP1, relaxin-stimulated cAMP HTRF, 30 min; stronger effect = lower value. activity change, negative = inhibition, % at 57.5 µM. hit rate 0.59% among 350,000;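 active means activity change of -60% or lower, but not beyond a set lower limit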; further: on the % scale 0 is the no-effect control and ±100 the full control effect
# TRHR agonist = qHTS for Small Molecule Agonists and Allosteric Enhancers of Human TRH Receptor: Primary Screen for Agonists. hit rate 0.18% among 360,000. TRHR cells, calcium flux fluo-8, FDSS agonist mode. activation, % at 2 µM. AID 493084, 2011; further: 0% is about no effect
#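 Read-out: compound-evoked intracellular calcium rise in TRHR cells, fluo-8 dye, kinetic FDSS fluorescence at 1 s/cycle following a 10-cycle baseline. Cells cultured overnight before dye loading (30 min–1.5 h, RT).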
# * = called active by the depositor; . = no result given. Unless noted, no stated cut-off is given here; in the data, active means activation above about 30%; inactive means the rest.
SMILES,D2 antag,D2 potentiator,D1 potentiator,D1 antag,D2 agonist,D1 agonist,TRHR PAM,RXFP1 antagonist,TRHR agonist
CCc1ccc(NC(=O)c2cnc(SC)nc2C)cc1,-6,8,-6,5,-0.4,1,4,-4,0.6
Cc1ccc(S(=O)(=O)NCCNc2ccc([N+](=O)[O-])cc2)cc1,-5,5,-2,-2,-0.2,5,0,3,-1.1
C=CCN1C(=O)C(C)(C)Nc2ccccc21,0,6,-3,24,-0.7,1,-1,-3,0.0
CCC1CCCCN1C(=O)COC(=O)c1n[nH]c2ccccc12 (configuration not stated),.,.,0,.,.,-2,-9,-9,0.5
Cc1cc([N+](=O)[O-])nn1CC(=O)NC(C)c1ccccc1 (configuration not stated),-21,1,-3,-4,1.2,1,-5,-2,0.4
O=C(CSc1nnnn1-c1ccc(F)cc1F)Nc1ccccc1F,-1,1,-3,-10,-1.4,7,-5,0,-0.3
O=C(Nc1nc2ccc(Cl)cc2s1)c1ccc(N2CCCCC2)c([N+](=O)[O-])c1,-8,-9,3,-5,-1.0,-1,-2,-7,1.2
O=C(CN1C(=O)COc2ccccc21)N1CCCc2ccccc21,-8,-1,0,-7,1.2,-2,4,-10,0.4
O=C(NCCc1ccc(Cl)cc1)C1(c2cccs2)CCOCC1,.,3,0,.,0.8,-2,-1,.,0.3
CCCNC(=O)c1ccccc1NC(=O)C1COc2ccccc2O1 (configuration not stated),-2,-6,-3,-18,0.9,2,-3,8,-0.6
CCOC(=O)c1ccccc1NC(=O)CSc1cn(CC(=O)N2CCOCC2)c2ccccc12,.,6,-2,6,-0.5,0,24,-2,-1.0
CN(Cc1cccs1)C(=O)CNC(=O)c1ccco1,10,16,-3,-3,0.2,4,-8,-4,-0.2
Cc1noc(C)c1COc1ccc(C(=O)N2CCN(c3ccccc3O)CC2)cc1,-13,-3,-6,-22,0.2,1,3,6,0.1
CCCCOc1ccc(C(=O)NCC(=O)OCC(=O)N2CCN(S(=O)(=O)c3ccc(C)cc3C)CC2)cc1,4,-11,-5,-12,-0.8,-1,4,-6,-1.6
C=CCn1c(=O)c(C(=O)NC(C)c2ccccc2)c(O)c2ccccc21 (configuration not stated),9,-6,2,6,-0.7,3,-2,2,0.1
CCCn1nnnc1NCc1ccccc1OCc1cccs1,5,3,-7,-6,0.5,2,3,-10,-1.4
CCC(=O)NC(=S)Nc1ccc(NC(=O)c2cccnc2)cc1,-3,-1,0,-1,-1.1,4,0,6,0.1
Cc1cccc(N2CCN(C(=O)c3ccc(NC(=O)C4CCCO4)cc3)CC2C)c1 (configuration not stated),21,-1,-5,-17,0.4,2,-2,5,-0.1
Cc1oc(-c2ccccc2)nc1Cn1c(=O)cc(-c2ccccc2)c2c(C)nn(C)c21,.,7,-6,-2,-1.9,15,1,-17,-0.5
COc1ccc(C(=O)N/N=C(\C)CC(=O)Nc2ccc3c(c2)OCCO3)c(OC)c1,5,-4,-1,4,-2.1,2,-2,-30,-1.3
Cc1ccc(C)c(CN2CCC(CNC(=O)Nc3ccc(Cl)cc3)CC2)c1,13,-5,-21,-33*,1.9,23,7,-11,2.2
CNC(=O)NC(=O)CSc1nnc(-c2ccco2)n1-c1ccccc1,-7,13,2,-3,0.6,4,-4,0,-0.6
CCN1CCN(c2ccc(NC(=O)COc3ccc([N+](=O)[O-])cc3)cc2)CC1,19,-5,-8,-22,-0.1,4,-5,-13,0.0
COc1ccc(OCC(O)CNC(=O)Nc2ccc(C(C)(C)C)cc2)cc1 (configuration not stated),9,-9,-11,2,-0.7,1,-2,0,-1.2
CC1CCC(C(C)C)C(OC(=O)C[n+]2cc(-c3ccc(Cl)cc3)n3c2CCCCC3)C1 (configuration not stated),33*,-5,-5,8,0.9,2,11,-38,-0.1
Cc1ccc(/C=C/C(=O)Nc2nccs2)o1,11,1,-8,22,0.2,1,-2,.,0.7
Cc1ccc[n+](CC(=O)Nc2c(Cl)cc(Cl)cc2Cl)c1,.,.,-3,20,.,1,0,-30,-0.6
CCOc1ccc(C(CC(=O)O)NC(=O)Cc2ccc(Cl)cc2)cc1 (configuration not stated),-8,-3,-3,-10,0.9,4,-2,1,-0.6
COc1ccccc1C(OC(=O)c1cccs1)C(=O)NCC1CCCO1 (configuration not stated),-1,27,-1,1,-0.1,1,-6,-15,-0.2
O=C(CN1CCCCC1)N1CCCc2ccccc21,14,-9,6,1,-0.3,4,-2,3,0.5
O=C(Nc1cccc(S(=O)(=O)c2cccc(NC(=O)c3ccco3)c2)c1)c1ccco1,-2,-11,-4,-19,1.6,3,-3,7,0.4
Cc1ccc(C(=O)Nc2ccccc2C(=O)NC2CCCCC2)cc1S(=O)(=O)N1CCOCC1,-18,-6,-6,4,0.9,-1,-4,-8,0.2
Cc1cc(C(F)(F)F)nn1CC(=O)NNC(=S)Nc1ccc(Cl)cc1,6,-9,7,-2,0.0,2,3,25,-0.6
CCC(C(=O)NCCc1c[nH]c2ccc(C)cc12)c1ccccc1 (configuration not stated),1,-1,-3,-10,-0.3,4,-9,1,-1.3
Cc1ccc(S(=O)(=O)NC(C)(C)CSc2nncn2C)cc1,1,4,-2,-11,1.4,2,9,8,1.5
O=C(CN1CCC(NC(=O)c2cccc(F)c2)CC1)Nc1ccc(Br)cc1,7,-13,6,-8,0.3,3,8,-12,1.0
Cc1cccc2sc(NS(=O)(=O)c3ccccc3)nc12,-5,-4,0,-6,-0.6,0,2,6,-0.5
COc1ccc(NC(=O)CN(c2ccc(OC)c(Cl)c2)S(=O)(=O)c2ccccc2)cc1,-3,-4,4,-6,0.0,0,0,-7,-0.1
CCn1c(SCC(=O)N/N=C/C=C/c2ccco2)nc2ccccc21,14,-19,-9,-23,-1.7,2,-4,-12,-0.3
O=C(Cc1ccccc1)NCC(=O)OCC(=O)c1cccc([N+](=O)[O-])c1,-3,8,-5,-13,-0.7,1,-3,-3,-1.4

# Copied from above (twelve entries):
SMILES,D2 antag,D2 potentiator,D1 potentiator,D1 antag,D2 agonist,D1 agonist,TRHR PAM,RXFP1 antagonist,TRHR agonist
Cc1cc([N+](=O)[O-])nn1CC(=O)NC(C)c1ccccc1 (configuration not stated),-21,1,-3,-4,1.2,1,-5,-2,0.4
O=C(CSc1nnnn1-c1ccc(F)cc1F)Nc1ccccc1F,-1,1,-3,-10,-1.4,7,-5,0,-0.3
O=C(Nc1nc2ccc(Cl)cc2s1)c1ccc(N2CCCCC2)c([N+](=O)[O-])c1,-8,-9,3,-5,-1.0,-1,-2,-7,1.2
O=C(CN1C(=O)COc2ccccc21)N1CCCc2ccccc21,-8,-1,0,-7,1.2,-2,4,-10,0.4
O=C(NCCc1ccc(Cl)cc1)C1(c2cccs2)CCOCC1,.,3,0,.,0.8,-2,-1,.,0.3
CCCNC(=O)c1ccccc1NC(=O)C1COc2ccccc2O1 (configuration not stated),-2,-6,-3,-18,0.9,2,-3,8,-0.6
CCOC(=O)c1ccccc1NC(=O)CSc1cn(CC(=O)N2CCOCC2)c2ccccc12,.,6,-2,6,-0.5,0,24,-2,-1.0
CN(Cc1cccs1)C(=O)CNC(=O)c1ccco1,10,16,-3,-3,0.2,4,-8,-4,-0.2
Cc1noc(C)c1COc1ccc(C(=O)N2CCN(c3ccccc3O)CC2)cc1,-13,-3,-6,-22,0.2,1,3,6,0.1
CCCCOc1ccc(C(=O)NCC(=O)OCC(=O)N2CCN(S(=O)(=O)c3ccc(C)cc3C)CC2)cc1,4,-11,-5,-12,-0.8,-1,4,-6,-1.6
C=CCn1c(=O)c(C(=O)NC(C)c2ccccc2)c(O)c2ccccc21 (configuration not stated),9,-6,2,6,-0.7,3,-2,2,0.1
CCCn1nnnc1NCc1ccccc1OCc1cccs1,5,3,-7,-6,0.5,2,3,-10,-1.4

# Additional compounds
SMILES,D2 antag,D2 potentiator,D1 potentiator,D1 antag,D2 agonist,D1 agonist,TRHR PAM,RXFP1 antagonist,TRHR agonist
Cc1ccccc1NC(=O)Cc1nc(COC(=O)CSc2ccccc2)cs1,-24,-7,-5,-8,-0.7,9,-2,-3,-0.7
COc1cccc(C2C(C(=O)Nc3ccc(Cl)cc3)=C(C)Nc3nc4ccccc4n32)c1OC (configuration not stated),.,-1,2,4,0.5,-2,-9,.,1.0
Cc1ccc(C)c(OCc2cc(C(=O)N3CCc4sccc4C3)no2)c1,-2,-11,0,1,-0.1,11,20,-10,1.3
Nc1cc(S(=O)(=O)N2CCOCC2)ccc1Oc1cccc(Br)c1,-7,1,-11,-44*,0.1,12,-3,8,0.2
Cn1ccsc1=NC(=O)c1ccc(CS(C)(=O)=O)cc1,5,.,-6,14,3.7,3,1,-14,0.1
CCOc1ccccc1CN1CCNC(=O)C1CC(=O)NCCc1ccccn1 (configuration not stated),-12,-5,3,2,1.5,0,3,6,0.7
Cc1ccc(S(=O)(=O)Oc2ccccc2/C=N/O)cc1,27,12,-1,.,-0.4,-2,-2,-6,-1.7
CCOc1ccccc1CNC(=O)c1ccc(-c2nc(CSc3ccc(C)cc3)c(C)o2)cc1,.,8,-2,6,.,14,-1,.,1.4
COc1cc(C(=O)Nc2cccc(-c3nc4ccccc4o3)c2C)cc(OC)c1OC,5,7,-4,1,-0.9,1,-2,.,-0.3
COc1ccccc1CNC(=O)C1CCCN(c2nc3ccccc3n3cccc23)C1 (configuration not stated),.,0,1,2,1.1,0,7,-16,0.1
Cc1cc(C)c(OCC(=O)OCC(=O)NCc2cccs2)c(C)c1,17,-2,13,2,0.5,1,-4,1,-0.1
COc1ccc(Cl)cc1C(=O)Nn1cnnc1,5,-4,-3,11,0.2,5,-4,5,-0.2
CCOC(=O)c1cn(CC)c2c(ccc3ccccc32)c1=O,-6,11,4,19,-1.2,4,-1,-16,-0.1
